EPAC1 antagonist: blocks human EPAC1 exchange factor. Potency, µM (series often up to 115 µM), without a hit: at the highest dose activity change, negative = inhibition, usual class: inhibitors. AID 720709. EPAC1 GEF assay, Rap1b-BODIPY-GDP exchange fluorescence. actives 0.14% (n = 360,000);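 also: potency is read from the fitted curve at half-maximal effect; plate controls were vehicle for no effect and positive control for full effect; nearly all actives have a fitted effect of over 50% in size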
GLP-1R inv ag: inverse agonists of human GLP-1 receptor; P43220; HEK293 GLP-1R CRE-luciferase, luminescence, 24 h; GLP-1R form is constitutively active; Potency, µM (highest dose often 38.3 µM), inactives show at the top dose activity change, negative = inhibition, usual class: inhibitors; actives 1.6% (n = 410,000); also: potency is read from the fitted curve at half-maximal effect; % is scaled to controls: 0 for no effect and ±100 for the full control effect; nearly all actives have a fitted effect of over 55% in size
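Stable HEK293 clone (constitutively active GLP-1R + cAMP-response luciferase); 200 cells/uL plated, 12 h pre-culture, compound 24 hr, 37 deg C/5% CO2; detection reagent 12 min RT; luminescence.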
PTHR1 ag: activates the human parathyroid hormone receptor PTHR1; Q03431; HEK293 GP2 PTHR1 cells, GloSensor cAMP luminescence, 1 h; Potency, µM (series often up to 115 µM), for inactives: at the top dose activation, hits mostly activators; actives 0.075% (n = 410,000); also: potency is read from the fitted curve at half-maximal effect; nearly all actives have a fitted effect of over 55% in size; some results filed as inactive show a strong effect at the top dose; inactives centre near -15; many of its hits are not listed in these tables
Target sequence (Q03431 whole entry, looked up): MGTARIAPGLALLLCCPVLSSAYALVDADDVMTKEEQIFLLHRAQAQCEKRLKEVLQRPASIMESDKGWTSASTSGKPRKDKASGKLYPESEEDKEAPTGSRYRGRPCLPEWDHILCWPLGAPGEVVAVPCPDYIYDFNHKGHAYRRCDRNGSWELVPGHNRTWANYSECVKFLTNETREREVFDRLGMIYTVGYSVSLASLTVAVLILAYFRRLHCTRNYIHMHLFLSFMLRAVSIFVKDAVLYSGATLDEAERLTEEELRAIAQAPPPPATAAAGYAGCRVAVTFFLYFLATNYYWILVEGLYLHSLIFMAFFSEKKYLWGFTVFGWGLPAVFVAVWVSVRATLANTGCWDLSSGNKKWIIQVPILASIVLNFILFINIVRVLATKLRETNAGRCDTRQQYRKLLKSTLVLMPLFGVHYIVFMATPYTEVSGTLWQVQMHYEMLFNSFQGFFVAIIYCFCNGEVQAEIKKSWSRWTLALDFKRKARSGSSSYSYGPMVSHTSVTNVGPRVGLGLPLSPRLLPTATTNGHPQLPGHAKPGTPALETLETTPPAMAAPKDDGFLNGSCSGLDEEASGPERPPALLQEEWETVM
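HEK-293-derived GP2 cells expressing PTHR1 and a GloSensor cAMP reporter, 3,000/well, plated overnight, given luciferin plus IBMX (each 0.5 mM as added) for 1 h at 37 °C, then compound for 1 h at 37 °C. Luminescence was read after 15 min at room temperature.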
HEK293 tox: cytotoxic in the GLP-1 receptor inverse agonist counter-screen | HEK293 cAMP-luciferase reporter cells, luminescence, 24 h | Potency, µM (highest dose often 38.3 µM), without a hit: top-dose activity change, negative = inhibition, usual class: inhibitors | actives 0.13% (n = 410,000) | AID 624418;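 also: loss of luciferase light is scored as toxicity; potency is read from the fitted curve at half-maximal effect; % is scaled to controls: 0 for no effect and ±100 for the full control effect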
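Cells in DMEM/10% Nu serum/1% pen-strep, 1536-well format. Pre-incubated 12 h, dosed with 23 nL compound, incubated a further 24 h. Luciferase detection, 12 min at room temp, luminescence.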
GLP-1R agonist: GLP-1 receptor (human) agonism; actives 0.007% (n = 380,000); HEK293 GLP-1R CRE-luciferase, luminescence, 4-6 h; cells express a hypersensitive GLP-1R form; Potency, µM (doses to about 45.6 µM), for inactives: at the highest dose activation, hits mostly activators; also: potency is read from the fitted curve at half-maximal effect; % of control where 0% means no effect
EPAC1 agonist: EPAC1 (human) agonism | actives 0.073% (n = 360,000) | Potency, µM (highest dose often 154 µM), for the others: at the highest dose activation, usual class: activators | O95398 | EPAC1 agonist qHTS, biochemical assay; response scale: 100% = response to 6.5 mM cAMP; also: potency is read from the fitted curve at half-maximal effect; nearly all actives have a fitted effect of over 60% in size
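Compounds were pinned as a concentration titration into mixtures of EPAC1 (100 nM), BODIPY-GDP-loaded Rap1B (250 nM) and GDP (50 uM). After 5 min at room temperature, fluorescence was followed for 30 min; activity was scaled to 6.5 mM cAMP.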
PLK1 PBD inh: PLK1 (human) polo-box domain binding inhibition | actives 2.8% (n = 360,000) | Plk1 PBD binding of FITC phosphopeptide, fluorescence polarization | Potency, µM, inactives show max response, negative = inhibition, usual class: inhibitors; also: potency is read from the fitted curve at half-maximal effect; series mostly up to about 57 µM; % is scaled to controls: 0 for no effect and ±100 for the full control effect; nearly all actives have a fitted effect of over 65% in size
PI5P4K alpha inh: blocks human PI5P4K alpha kinase activity. AID 652105. PI5P4Kalpha enzyme, ADP-Glo luminescence, 60 min; stronger effect = lower value. actives 1.2% (n = 330,000). max response, %. P48426; active = max response of -50% or lower; inconclusive = between -30% and -50%; inactive = -30% or higher; also: value at the top dose of about 77 µM; % is scaled to controls: 0 for no effect and ±100 for the full control effect
Target sequence (P48426 whole entry, looked up): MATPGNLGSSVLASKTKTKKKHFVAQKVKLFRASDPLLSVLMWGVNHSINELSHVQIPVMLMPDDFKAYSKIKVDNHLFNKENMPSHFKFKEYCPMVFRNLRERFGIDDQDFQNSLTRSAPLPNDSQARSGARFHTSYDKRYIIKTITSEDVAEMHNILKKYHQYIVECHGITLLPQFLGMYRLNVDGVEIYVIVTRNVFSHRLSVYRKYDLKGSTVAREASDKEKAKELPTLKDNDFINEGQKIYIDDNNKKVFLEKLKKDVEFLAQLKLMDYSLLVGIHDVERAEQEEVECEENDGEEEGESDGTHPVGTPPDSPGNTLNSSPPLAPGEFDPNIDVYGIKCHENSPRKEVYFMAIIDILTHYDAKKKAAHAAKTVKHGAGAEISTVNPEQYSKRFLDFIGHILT
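qHTS, 1536-well: enzyme/substrate mix, compound by pin tool, 5 microM ATP final; RT 60 min; ADP-Glo reagents 1 (45 min) then 2 (30 min); luminescence.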
IL2 activator: activates IL-2 in a cell-based reporter assay; IL-2 activation reporter assay, cell-based qHTS; stimulated with anti-CD3/CD4/CD28 beads; in transgenic mouse T cells; activation, % (series mostly up to about 46 µM); actives 0.065% (n = 360,000); in the data active = activation above about 50%; inconclusive = mostly about 30% to 49%; also: 0% is about no effect
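Screening format: compound pinned onto unstimulated transgenic mouse T cells, 60 min incubation, then anti-CD3/anti-CD4/anti-CD28 bead stimulation for 18 hours at 37 degrees C, followed by EGFP and DsRed detection.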
* marks the source's active call; other numbers are inactive results; i = inactive; ? = inconclusive; . = no result given; & = joins results of further samples; [ ] = dose if it differs, or a comment. Unless noted, calls follow the shape of the dose curve; as a rule, active = well fitted curve in the direction sought with a large enough effect; inconclusive = small, poorly fitted or top-dose-only effect, or another doubt; inactive = no such curve, though single readings can be large; an effect the other way counts as inactive or inconclusive. This is a subset; rates above refer to the full screens.

SMILES	EPAC1 antagonist	GLP-1R inv ag	PTHR1 ag	HEK293 tox	GLP-1R agonist	EPAC1 agonist	PLK1 PBD inh	PI5P4K alpha inh	IL2 activator
CC(C)c1cc(C(=O)N2CCCC(CCC(=O)NCc3ccccc3F)C2)n(C)n1 (stereo not drawn)	11%	121%[activator]	i	29%	3%	-3%	-11%	-6	-0.2
O=C(CCCN=C1NS(=O)(=O)c2ccccc21)OCc1cc([N+](=O)[O-])cc2c1OCOC2	-5%	17%	-21%	6%	2%	-3%	3%	-5	0.9
Cc1nc2c(OCc3ccc(C(F)(F)F)cc3)cccn2c1N(C)C(=O)CCC1CCCC1	?	?	-82%[inhibitor]	1%	-3%	-16%	-7%	-26	-0.8
CCN(CC)CCCn1c2c(c(SCC(=O)Nc3cc(C)cc(C)c3)nc1=O)CCC2	8%	?	-2%	-7%	-3%	0%	3%	5	-0.7
Cc1ccc(N2CC(C(=O)Nc3nnc(C)s3)CC2=O)cc1 (stereo not drawn)	-1%	3%	-23%[57.5 µM]	-20%	-1%	0%	-5%	.	-0.4
CCCOc1ccc(C(=O)CCC(=O)NNC(=O)c2cccs2)cc1	6%	1%	-8%	2%	-5%	-2%	3%	0	0.4
Cc1nn(C)cc1S(=O)(=O)N1CCN(Cc2ccccc2Cl)CC1	7%	-9%	-9%	0%	8%	8%	-3%	2	3.1
COc1ccc(N2C(=O)CSC23C(=O)N(Cc2cccc(F)c2)c2ccccc23)cc1Cl (stereo not drawn)	.	5%	-24%	1%	-2%	.	.	.	.
COc1ccccc1-c1nc(SC)n[nH]1	-5%	23%	-13%	4%	-4%	3%	0%	3	0.2
CCc1ccccc1OCC(=O)Nc1ccc2c(c1)OCCO2	-7%	0%	-2%	6%	28%	10%	-10%	2	-0.5
CC(=O)NC1=NC(=O)/C(=C/N2CCOCC2)S1	-2%	8%	i	-17%	0%	1%	0%	0	0.4
CCCNC(=O)C(Cc1cccc(OC)c1)NC(=O)c1ccc(C#N)cc1 (stereo not drawn)	9%	30%	-25%	3%	-5%	-13%	0%	-2	0.4
CCc1nc2ccc(C(=O)N3CCN(c4ccc(Cl)cc4)CC3)cc2nc1CC	-26%	?	-35%&-7%[inhibitor]	-20%&4%	13%	7%	?	1	-3.3
Cc1cccc(OCC(=O)Nc2ccc3c(c2)C(=O)NC3=O)c1	0%	0%	-38%[inhibitor]	-13%	13%	-7%	-6%	-2	-0.6
O=C1/C(=C\c2cccc(O)c2)SC(=S)N1Cc1ccccc1	-7%	?	-16%	-27%	5%	18%	-9%	30	0.5
COc1ccc(C(C)=O)cc1COC(=O)c1cc2ccccc2cc1O	-26%	13%	-14%	31%	18%	17%	-18%	26	-0.4
Cc1cccc(OCCCC(=O)Nc2ccc(N3CCCCC3)cc2)c1C	0%	-12%	15%	2%	-2%	6%	-6%	.	-0.6
O=C(Cn1c(=O)oc2ccccc21)N(Cc1ccccc1)C1CCS(=O)(=O)C1 (stereo not drawn)	3%	10%	i	-4%	-3%	-1%	21µM*	-17	0.2
O=C(COC(=O)c1ccc(O)cc1O)NCCN1C(=O)CSC1=O	?	2%	i	?	8%	5%	-9%	-2	-2.4
Clc1ccc2c(c1)-n1cc(-c3ccccc3)nc1CO2	.	-22%	-13%	2%	4%	.	.	.	.
OC(c1ccccc1)(c1nc(-c2cc3ccccc3o2)cs1)C(F)(F)F (stereo not drawn)	-12%	?	-18%	?	0%	-1%	-11%	-6	-0.5
O=C(CSc1nc2c(c(=O)n1-c1ccccc1)SCC2)N1CCOCC1	1%	12%	i	4%	-2%	8%	-2%	0	0.5
O=C(Nc1ccon1)c1ccc(S(=O)(=O)N2CCOCC2)cc1	?	4%	i	-1%	1%	0%	-11%	0	0.3
CC(C)NC(=S)N1CCN(S(C)(=O)=O)CC1	-11%	9%	-8%	0%	0%	-6%	-7%	-6	-3.7
CCOCCCNC(=O)CSc1nnc(-c2ccc(S(=O)(=O)N3CCCC3)cc2)n1C	7%	7%	-23%	3%	0%	8%	-3%	-7	1.4

Additional results.
SMILES	EPAC1 antagonist	GLP-1R inv ag	PTHR1 ag	HEK293 tox	GLP-1R agonist	EPAC1 agonist	PLK1 PBD inh	PI5P4K alpha inh	IL2 activator
COC(=O)NCCOc1nc(N(C)C)nc(N(C)C)n1	-23%	13%	i	-11%	-4%	0%	-4%	7	-1.2
N#Cc1ccc(CSc2nnc(-c3ccc(Br)cc3)o2)cc1	.	5%	i	1%	14%	.	.	.	.
O=C1C2CCCN2C(=O)N1CCCCN1CCN(c2cccc(Cl)c2)CC1 (stereo not drawn)	9%	?	i	1%	-3%	5%	-4%	-4	-1.9
Nc1ccc(C(=O)OCC(=O)c2cccc([N+](=O)[O-])c2)cc1	11%	6%	i	1%	10%	2%	0%	0	3.2
CN1CCC(=O)N([C@H](CSc2ccccc2)c2ccccc2)CC1	-1%	0%	-13%	6%	7%	-14%	-24%	4	-0.3
Cc1ccc(CC(=O)NCc2ccc3c(c2)OCO3)cc1	4%	-23%	2%[57.5 µM]	1%	1%	2%	-3%	-2	-2.3
NC(=O)C1CCN(c2nc(-c3ccc(F)cc3)cs2)CC1	-2%	.	i	.	-3%	-13%	.	.	0.6
O=C1C=CC(=O)N1c1cccc2cccnc12	?	2%	i	-6%	0%	0%	-23%	-62*	0.2
COc1ccc2[nH]c(C)c(-c3csc(N)n3)c2c1	0%	-21%	-15%	-24%	0%	15%	-26%	1	1.5
CCOc1ccc(-n2c(=O)c3c(C)c(C)sc3n(CC(=O)NCc3ccco3)c2=O)cc1	8%	-8%	i	-11%	-19%	1%	-1%	.	-1.6
COc1ccc(CN2C(=O)C(CC(=O)NC3CCCCC3)CC(C(=O)N(C(C)C)C(C)C)=C2C)cc1 (stereo not drawn)	-11%	-10%	-18%	-4%	-2%	7%	-3%	-5	-2.7
CCCn1c(/N=C/c2cc(OC)ccc2O)nc2ccccc21	2%	-1%	-1%[57.5 µM]	7%	-15%	3%	-11%	7	1.2
Cc1ccc(S(=O)(=O)CCC(=O)OCC(=O)N2CC(=O)Nc3ccccc32)cc1	27%	0%	i	-11%	-4%	0%	-5%	.	-3.2
COc1ccc(C(c2nnnn2CCc2ccccc2)N2CCN(C3CCCC3)CC2)cc1 (stereo not drawn)	-12%	-30%	-10%	?	1%	-3%	-11%	-12	-3.0
CCn1c(Cc2ccccc2)nnc1SCC(=O)Nc1ccccc1O	-19%	-18%	-14%	4%	9%	14%	-9%	-2	0.3
CCOCCCNC(=O)c1cn(C)c2ccc(S(=O)(=O)N3CCCCC3)cc2c1=O	-3%	10%	?	1%	0%	3%	-3%	7	-2.2
Nc1c(-c2ccccc2)cnn1-c1cccc(C(F)(F)F)c1	-22%	?	-73%[inhibitor][57.5 µM]	-11%	3%	18%	3%	9	0.0
COc1ccc(-c2nnc(SCC(=O)NCCc3ccccc3)o2)cc1	2%	-12%	i	-16%	3%	1%	-2%	11	-0.4
O=c1c([N+](=O)[O-])cccn1Cc1cccc(Br)c1	3%	-24%	-10%	-11%	18%	2%	-13%	-5	0.7
Cc1ccc(C)c(N2CCN(C(=O)c3ccc(Cl)c(NC4=NC5CS(=O)(=O)CC5S4)c3)CC2)c1 (stereo not drawn)	-14%	-1%	i	-12%	7%	4%	-7%	1	-2.0
Cc1nnc(NC(=O)c2sc3nc(-c4cccs4)cc(C(F)(F)F)c3c2N)s1	-23%	?	-20%	47%[activator]	-22%	-6%	15%	-14	11
CC(=O)C1=C(c2cccc([N+](=O)[O-])c2)N(C(C)=O)n2c(C)nnc2S1	10%	?	-10%	-31%	-7%	9%	-27%	-2	-3.7
CCCCOc1ccccc1NC(=O)Cn1c(-c2nonc2N)nc2ccccc21	0%	?	-4%	?	6%	9%	-1%	10	-3.2
CCCc1c(-c2cccc(Br)c2)ncn1Cc1cccc(-c2ccccc2)c1	-15%	?	-20%	-5%	.	13%	?	-24	-0.9
C[C@H](NC(=O)c1nc[nH]c1C(=O)NCc1ccc(CNC(=O)OC(C)(C)C)cc1)C(=O)OC(C)(C)C	-26%	?	-9%	-6%	10%	-17%	-6%	-3	-2.6

In the list so far, two contain a cyano group.
SMILES	EPAC1 antagonist	GLP-1R inv ag	PTHR1 ag	HEK293 tox	GLP-1R agonist	EPAC1 agonist	PLK1 PBD inh	PI5P4K alpha inh	IL2 activator
CCCNC(=O)C(Cc1cccc(OC)c1)NC(=O)c1ccc(C#N)cc1 (stereo not drawn)	9%	30%	-25%	3%	-5%	-13%	0%	-2	0.4
N#Cc1ccc(CSc2nnc(-c3ccc(Br)cc3)o2)cc1	.	5%	i	1%	14%	.	.	.	.

Going on with the list:
SMILES	EPAC1 antagonist	GLP-1R inv ag	PTHR1 ag	HEK293 tox	GLP-1R agonist	EPAC1 agonist	PLK1 PBD inh	PI5P4K alpha inh	IL2 activator
CC(NC(=O)c1ccccc1F)c1nnc(SCC(=O)NC2=NCCS2)n1C (stereo not drawn)	6%	16%	i	2%	11%	6%	-10%	12	-0.2
COc1ccc(-c2noc(CCC(=O)N3CCN(c4ccccc4F)CC3)n2)cc1	-20%	17%	-91%[inhibitor]	-2%	-2%	-12%	-25%	1	-0.7
CN(CC(=O)Nc1cccc(F)c1)C(=O)c1ccc(OCC2CCCO2)cc1 (stereo not drawn)	-15%	5%	i	-5%	0%	-12%	3%	-2	-0.3
COc1ccccc1CNC(=O)C(=O)NCCC1CCCCN1S(=O)(=O)c1ccccc1 (stereo not drawn)	-5%	?	i	-11%	4%	8%	-2%	-1	-0.6
Cc1ccc(S(=O)(=O)NC(=O)c2ccccc2C)cc1	3%	7%	-2%	1%	1%	20%	-2%	-1	-0.7
CCCCOc1ccc(N2CC(C(=O)NCc3ccco3)CC2=O)cc1 (stereo not drawn)	-3%	-3%	-2%	-15%	8%	-4%	-10%	3	3.5
Cn1c(=O)n(CC(N)=O)c2ccccc21	-8%	-27%	i	13%	-7%	9%	3%	1	0.5
C=CCOc1ccccc1CN1CCC(n2nccc2NC(=O)c2ccccc2)CC1	1%	?	i	-9%	-1%	-3%	-9%	3	-1.8

Screens deposited in PubChem by National Center for Advancing Translational Sciences (NCATS).
